Screens deposited in PubChem BioAssay by several laboratories.
NPY Y1 blocker = blocks the human neuropeptide Y Y1 receptor; P25929; HEK293-CNG Y1 cells, membrane potential fluorescence; NPY at EC95, then isoproterenol; inhibition, % at 3.6 µM; hit rate 1% among 200,000; AID 1040;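 active = inhibition above the campaign mean inhibition of all tested compounds plus 3 SD, cut at about 20% in these data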;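 note: 0% = DMSO wells given NPY plus isoproterenol and 100% = isoproterenol alone without NPY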
Target sequence (P25929 whole entry, looked up): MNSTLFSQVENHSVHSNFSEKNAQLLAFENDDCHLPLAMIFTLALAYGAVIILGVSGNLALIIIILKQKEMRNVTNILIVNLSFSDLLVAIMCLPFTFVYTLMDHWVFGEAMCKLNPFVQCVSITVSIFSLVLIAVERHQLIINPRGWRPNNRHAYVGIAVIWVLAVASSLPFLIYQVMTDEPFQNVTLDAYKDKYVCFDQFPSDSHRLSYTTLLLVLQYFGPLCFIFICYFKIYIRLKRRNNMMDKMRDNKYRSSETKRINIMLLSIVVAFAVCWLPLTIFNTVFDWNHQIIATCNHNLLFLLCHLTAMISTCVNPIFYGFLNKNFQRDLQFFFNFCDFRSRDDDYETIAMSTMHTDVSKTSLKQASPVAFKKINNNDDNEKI
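Material: HEK293 cells co-expressing NPY Y1 receptor and cyclic-nucleotide gated channel. Timing: compound incubation 1 h at room temperature, readout 45 min post-stimulation. Signal: fluorescence, membrane potential probe.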
PGE2 EP2 inh = blocks the human prostaglandin E2 receptor EP2; P43116; AID 1422; C6 glioma cells expressing human EP2, cAMP TR-FRET; cells stimulated with saturating PGE2; hit rate 0.52% among 260,000; inhibition, % at 25 µM;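 active = percent inhibition above 40 after rounding to a whole number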;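 note: rat C6 glioma host cells with rolipram phosphodiesterase inhibitor present; the protocol text gives 20 µM as final concentration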
Target sequence (P43116 whole entry, looked up): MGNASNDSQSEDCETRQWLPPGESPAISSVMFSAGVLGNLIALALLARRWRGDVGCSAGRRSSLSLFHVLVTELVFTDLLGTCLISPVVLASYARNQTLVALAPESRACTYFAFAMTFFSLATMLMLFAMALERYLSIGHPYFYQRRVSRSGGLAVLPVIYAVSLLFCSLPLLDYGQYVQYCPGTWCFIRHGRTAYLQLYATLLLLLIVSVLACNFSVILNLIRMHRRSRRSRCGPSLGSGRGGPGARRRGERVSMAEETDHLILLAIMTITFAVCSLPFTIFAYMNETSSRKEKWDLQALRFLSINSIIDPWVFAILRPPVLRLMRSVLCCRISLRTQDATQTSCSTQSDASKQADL
zfTRPN1 agonist = activates the zebrafish TRPN1 channel; HEK293 zebrafish TRPN1-YFP, Fluo-8 calcium fluorescence; 100% = response to 87 µM carbachol; activation, % at 3 µM; hit rate 0.18% among 220,000;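 active = activation above its plate's cutoff, the mean activation of test wells on that plate plus 3 SD, cut at about 19% in these data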;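 note: 0% = DMSO alone and 100% = 87 µM carbachol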
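Material: zebrafish TRPN1-YFP in HEK293 cells; Doses: single test compound dose, 3 µM nominal, 0.3% DMSO; Timing: dye loading 1 h at 37 °C, then 30 min room temperature; Technique: intracellular calcium fluorescence with Fluo-8; Benchmarks: high carbachol 87 µM, low DMSO alone.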
PPC-1+TRAIL kill = compounds killing PPC-1 cancer cells with TRAIL present (potentiator screen, no TRAIL-free arm); PPC-1 cells + TRAIL, ATPLite viability luminescence; cell killing (% activity), % at 4 µM; hit rate 0.41% among 220,000; AID 1443;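 active = cell killing above 50% in the first pass at 4 µM, then a duplicate retest at 5 µM averaging 50% or more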;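 note: plate controls were cells with TRAIL plus DMSO for no effect and medium-only wells lacking cells for full effect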
EP2 mod = EP2 receptor (human) modulation; P43116; induction, % at 25 µM; EP2-expressing cells, cAMP HTRF FRET, PGE2 co-stimulation; hit rate 0.83% among 260,000; AID 940;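 active = compounds whose cAMP rise, as percent of the full-agonist control response, exceeds 60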;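 note: rat C6 glioma line stably carrying human EP2 under a CMV promoter; the protocol text gives 20 µM as final concentration; 100% = response of wells given 1 µM PGE2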
NPY1 pot ag = potentiates or activates human NPY-Y1 receptor; P25929; NPY-Y1 expressing cells, potentiator/agonist activation; activation, % at 3.6 µM; hit rate 0.37% among 220,000; AID 1304; in the data active = activation above about 33%, passing the limit was not always enough;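 note: cells stimulated with NPY at EC10 then isoproterenol at EC100; 0% = low agonist plus stimulus and 100% = saturating agonist plus stimulus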
TRPML3 agonist = activates the human TRPML3 channel | Q8TDD5 | HEK293 TRPML3-YFP, Fluo-8 calcium fluorescence; 100% = the carbachol control signal | AID 1448 | hit rate 0.29% among 220,000 | activation, % at 3 µM;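 active = activation above its plate's cutoff, the mean activation of the plate's test wells plus 3 SD, cut at about 12% in these data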;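 note: 0% = DMSO only wells and 100% = carbachol wells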
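Material: HEK293 cells stably carrying human TRPML3-YFP; compound dosing: single dose, 3 µM final nominal compound, 0.3% DMSO final; incubation: 1-h 37 °C dye load, 5-s basal, 120-s post-compound reads; technique: Fluo-8 intracellular calcium fluorescence, excitation 470-495 nm, emission 515-575 nm; read-out basis: percent activation from peak-to-basal fluorescence ratio, scaled between DMSO and carbachol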
14-3-3 Bad inh = disrupts binding of bovine 14-3-3 zeta to phospho-Bad peptide | P63103 | TR-FRET 14-3-3zeta/Dy647-pBad peptide displacement, 1 h | inhibition, % at 21.7 µM | hit rate 0.71% among 220,000 | AID 781;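 active = inhibition above about 70%, limit read from the data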;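 note: 0% = full 14-3-3 plus peptide FRET controls and 100% = background without 14-3-3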
Target sequence (P63103 whole entry, looked up): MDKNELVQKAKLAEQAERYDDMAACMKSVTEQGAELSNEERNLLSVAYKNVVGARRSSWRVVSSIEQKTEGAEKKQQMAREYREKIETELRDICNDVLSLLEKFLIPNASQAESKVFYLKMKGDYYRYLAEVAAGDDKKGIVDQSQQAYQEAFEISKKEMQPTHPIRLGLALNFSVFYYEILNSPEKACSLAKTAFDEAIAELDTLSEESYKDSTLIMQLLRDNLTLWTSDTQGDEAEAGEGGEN
CHOP inhibitor = CHOP inhibition in unfolded protein response | hit rate 3.8% among 220,000 | CHO-K1 CHOP-promoter luciferase, tunicamycin-induced, 15-18 h | inhibition, % at 10 µM;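 active = compounds that reduced the stress-induced luciferase reporter signal by more than about 70% of percent inhibition, limit read from the data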;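 note: 0% = tunicamycin plus vehicle and 100% = wells without tunicamycin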
* marks the source's active call; other numbers are inactive results; . = no result given; & = joins results of further samples; ! = not confirmed by another sample; [ ] = dose if it differs, or a comment. Only part of the results is shown; count on the stated rates, not on these rows.

The first 2 entries (preview)
SMILES	NPY Y1 blocker	PGE2 EP2 inh	zfTRPN1 agonist	PPC-1+TRAIL kill	EP2 mod	NPY1 pot ag	TRPML3 agonist	14-3-3 Bad inh	CHOP inhibitor
Nc1nonc1-c1noc(COc2ccccc2Cl)n1	-1.9	16.4	-0.9	15.4	-21.1	11.8	-0.9	-4.7[fluorescence artefact?]	-11.2
Cc1cc(N2CCN(c3ccc(F)cc3)CC2)n2ncnc2n1	.	8.1	2.0	10.1	20.0	25.4	1.0	-4.5	1.4

All compounds of this part (from the top)
SMILES	NPY Y1 blocker	PGE2 EP2 inh	zfTRPN1 agonist	PPC-1+TRAIL kill	EP2 mod	NPY1 pot ag	TRPML3 agonist	14-3-3 Bad inh	CHOP inhibitor
Nc1nonc1-c1noc(COc2ccccc2Cl)n1	-1.9	16.4	-0.9	15.4	-21.1	11.8	-0.9	-4.7[fluorescence artefact?]	-11.2
Cc1cc(N2CCN(c3ccc(F)cc3)CC2)n2ncnc2n1	.	8.1	2.0	10.1	20.0	25.4	1.0	-4.5	1.4
Cc1ccc(NCCC(=O)c2cccs2)cc1C	5.2	0.4	0.3	13.9	-9.4	-15.7	0.1	-4.9	4.5
COCCNC(=S)N(CCc1c(C)[nH]c2ccc(Cl)cc12)Cc1cccs1	-5.6	0.9	0.4	9.4	-37.2	7.1	0.8	-27.0	29.8
COc1cc(-c2cc(C(F)(F)F)n3ncc(C(=O)O)c3n2)cc(OC)c1OC	3.5	10.2	1.0	11.6	2.5	-10.4	-0.1	1.7	-12.1
COc1cc(OC)c(C(=O)CCC(=O)O)cc1OC	1.3	5.0	-1.0	2.6	14.3	5.4	0.9	2.3	-6.3
CCCC(=O)N=c1sc2cccc(F)c2n1C	6.7	10.1	-1.5	27.9	18.7	-15.3	0.0	11.1	46.0
COc1ccc(-c2nnc3ccc(SCC(=O)Nc4nc5ccc(C)cc5s4)nn23)cc1OC	7.9	3.8	-2.2	13.4	17.0	-4.5	0.5	1.1	32.9
CCOC(=O)/C(C)=N/NC(=O)c1cccc([N+](=O)[O-])c1	5.5	10.3	0.3	5.1	20.0	23.5	0.1	-12.0	16.1
O=C1CN(C(=O)CSc2nnc3ccccn23)c2ccccc2N1	7.4	6.6	-0.1	18.2	15.1	6.1	1.8	-1.6[fluorescence artefact?]	5.8
CCN(CC)S(=O)(=O)c1ccc(NC(=O)COC(=O)c2ccc(NC(=O)CC#N)cc2)cc1	-1.6	12.2	2.1	20.7	-32.8	-11.9	1.1	-14.6	-1.7
CN1CCC=C(C(=O)N2c3ccccc3Sc3ccc(Cl)cc32)C1	.	4.5	1.1	0.5	1.5	15.5	0.2	-5.5	0.8
OCC1(Cc2cccc(Cl)c2)CCCN(Cc2ccc3cc(F)ccc3n2)C1 (centres undefined)	6.5	3.9	-0.5	12.2	-19.5	-2.7	-1.0	-1.4	-10.4
CSc1nc(N(C)CCO)c2sc3nc(-c4ccco4)c4c(c3c2n1)CCC4	-0.4	17.4	0.2	6.4	10.7	4.3	-0.6	9.1	-105.2
CCc1nc2ccc(C(=O)Nc3nnc(C)s3)cc2nc1CC	3.2	6.6	-0.5	-7.3	-23.7	15.8	1.0	-7.6	9.1
O=C(NN=C1CCCCC1)c1ccccc1OCc1ccc(F)cc1	29.7*	7.4	-0.1	2.5	18.6	-51.7	-0.9	-17.2	2.8
CCN(CC)C(=O)C1CCCN(c2ccc([N+](=O)[O-])cc2/C=N/NC(=O)c2ccc([N+](=O)[O-])cc2)C1 (centres undefined)	4.7	.	0.1	5.1	12.0	5.9	0.9	9.8	31.0
CCCCOc1ccc(C(=O)Nn2cnnc2)cc1	3.0	8.0	-0.8	-5.2	-8.6	-18.4	0.3	-4.4	-2.8
Cc1nn(Cc2ccccc2)c(Cl)c1/C=C/C(=O)OCC(=O)NC(C)C(C)C (centres undefined)	14.5	9.6	0.4	4.0	-8.8	-18.2	0.4	-6.1	15.1
COC(=O)c1ccc(C(=O)OC)c(NC(=O)CSc2cccc[n+]2[O-])c1	2.4	8.4	0.7	5.6	12.8	-5.5	0.1	-3.7[fluorescence artefact?]	-63.8
CCOc1ccc2[nH]c(=O)c(CN(Cc3ccco3)C(=O)c3ccc(Br)cc3)cc2c1	9.1	1.0&12.7	-1.8	1.2	3.5&5.1	1.5	0.8	-7.7	55.4
Cc1ccc2nc(-c3ccc(SCC(=O)Nc4cc(C)on4)nc3)[nH]c2c1	2.2	64.2*!	-2.6	33.3	-42.4&-74.9	-21.6	-1.9	0.0	91.1*
CC(C)C[C@H](N)c1nnc(S(=O)(=O)Cc2cccc(F)c2)o1	2.6	16.5	1.2	33.1	-1.0	-3.5	0.0	6.9	-3.1
COc1cc(C(=O)OCCNC(=O)c2ccncc2)cc(OC)c1OC	2.8	9.6	0.7	14.7	17.8	-13.7	0.3	21.6[fluorescence artefact?]	-4.2
CN1C(=S)SC(N(O)C(=O)Nc2cccc3ccccc23)C1(C)C (centres undefined)	0.5	6.8	-0.7	-24.3	6.9	-2.9	-0.7	-3.6	-8.9
N#Cc1ccccc1NC(=O)c1ccc(-c2ccccc2Cl)o1	9.8	7.8	-0.6	33.0	-7.0	-62.4	-0.1	-1.1	15.9
CCOc1c(Cl)cc(CNCc2ccccn2)cc1OC	-1.2	4.2	0.1	-8.8	-4.0	-11.7	0.3	-2.3	0.2
COc1c(Cl)cccc1-c1cn2ccccc2n1	.	6.5	-1.0	38.8	-64.7	-7.5	-0.1	5.4	3.5
COc1ccc(/C(=N/OC(C)=O)c2nccc3cc(OC)c(OC)cc23)cc1OC	.	10.9	-0.2	5.2	43.3	-2.1	1.1	2.4	6.2
Cc1ccc(CS(=O)(=O)CCC(=O)NCc2cccs2)cc1	1.2	17.6	-2.2	-6.9	-4.7	1.4	-1.0	-8.2	35.4
O=C(Nc1cccc(Cl)c1N1CCOCC1)c1ccc([N+](=O)[O-])o1	.	5.2	1.1	-1.2	-2.1	32.8	0.8	-6.7	-17.2
O=C1CCCN1CC1CCN(Cc2nc(CC3CC3)no2)CC1	3.4	18.0	2.1	12.2	14.6	2.3	1.9	-14.4	-2.0
Cn1c(=O)cc(SCC(=O)Nc2cccnc2)c2ccccc21	7.7	13.4	5.5	15.6	24.7	-3.2	0.8	-10.2	13.7
O=C(CSc1nc2c(sc3ccccc32)c(=O)n1CCO)NCC1CCCO1 (centres undefined)	-2.9	6.7	2.0	11.5	8.6	8.8	0.0	3.0	33.6
Cc1ccc(Sc2sc(=O)n(C)c2S(=O)(=O)c2ccc(C)cc2)cc1	-2.1	4.7	0.1	11.6	25.3	-7.6	0.7	2.6	20.6
COc1ccc(NC(=O)N2CCCCC2c2cccnc2)cc1 (centres undefined)	-4.7	5.7	-0.8	12.6	3.2	25.4	0.9	-3.1	2.8
Cc1ccc(N=C(N(C)C)P(=O)(N(C)C)N(C)C)c(C)c1	-3.1	5.0	0.6	12.8	-0.4	10.5	1.4	45.8	-4.2
Cc1nn(-c2ccc(Cl)cc2)c(=O)c2c(C)noc12	.	6.4	-0.3	-5.3	15.8	23.7	0.5	2.7	2.6
CCC1(C)Cc2c(sc3c2c(=O)n(C)c2nnc(SCc4ccccc4)n32)CO1 (centres undefined)	0.5	7.8	-0.8	21.9	11.8	23.4	0.5	0.9[fluorescence artefact?]	57.8
Cn1cnnc1SC(C(=O)Nc1ccc(F)cc1)c1ccccc1 (centres undefined)	-5.2	8.2	-1.0	-12.2	13.6	-2.8	0.3	3.0	24.3
Cc1ccc(-n2c(Cc3noc4ccccc34)n[nH]c2=S)cc1	-1.4	1.9	-0.4	28.7	39.2	9.1	0.5	-3.2	19.6
Cc1cc(OCCOCCN(C)C)ccc1Cl	7.8	10.4	0.4	19.3	-3.9	-19.9	0.3	46.5[fluorescence artefact?]	13.6
O=[N+]([O-])c1nn(-c2ccc3c(c2)OCCO3)n(O)c1=NCc1ccc(F)cc1	-3.4	1.0	-0.2	18.7	-17.5	8.4	-0.2	-10.4	10.9
Cc1cccc(N2CCN(C(=O)CN(C)S(=O)(=O)c3ccc4c(c3)CCC(=O)N4)CC2)c1C	10.1	6.9	3.4	37.2	-42.6	-22.2	0.5	10.4	21.2
CCCCC(=O)Nc1ccc(NC(=S)NC(=O)CC(C)C)cc1OC	-1.2	5.5	-2.6	18.0	20.0	-9.3	0.3	5.5[fluorescence artefact?]	65.0
Brc1ccccc1-c1nnc2sc(-c3ccc4c(c3)OCCO4)nn12	13.2	10.3	-0.1	6.7	2.0	-19.7	0.7	18.7	34.0
CNC(=O)/C(=C\c1cccc(Oc2ccccc2)c1)NC(=O)c1ccccc1	-5.5	4.8	-1.8	16.0	2.7	11.7	0.2	-11.5[fluorescence artefact?]	-2.4
CN(C)S(=O)(=O)c1cccc(NC(=O)COC(=O)c2cccn2C)c1	3.9	2.9	-0.2	15.3	11.5	-14.4	0.8	-4.3	-1.6
COc1ccc(/C(N)=N/OC(=O)c2ccc3c(c2)OCO3)cc1OC	1.0	7.6	0.4	48.7	-23.8	0.6	0.5	8.8	20.8
Cc1ccc(Nc2nnc(SCc3cc(=O)n4ccsc4n3)s2)c(C)c1	8.1	9.2	2.3	-20.8	-1.2	-22.6	-0.6	-2.4	1.1
Cc1cc(NC(=O)c2ccc(Br)c([N+](=O)[O-])c2)no1	-3.6	5.7	-2.1	7.0	-4.8	-3.7	-0.3	3.1	-42.9
Cc1ccc(-c2noc(CCCc3ccccc3)n2)cc1	8.2	6.6	-0.9	22.3	-17.5	-10.3	0.7	2.5	23.7
COC(=O)Nc1ccc(S(=O)(=O)N2CCC(C(=O)N(C)C3CCCCC3)CC2)cc1	-4.5	4.4	-0.1	17.0	-24.2	2.4	0.5	2.7	-12.2
O=C(O)CNC(=O)c1ccc(Sc2ccccc2)c([N+](=O)[O-])c1	0.8	3.8	-0.1	18.5	32.9	-11.1	0.3	-12.2	16.6
N#CC1=C(N)Nc2nc3ccccc3n2C1c1ccc(F)cc1 (centres undefined)	-6.3	2.3	-0.9	27.5	13.5	-2.9	0.6	-5.2	3.5
COc1ccc(/C(C)=N/Nc2ccc(F)cc2F)c(O)c1	-6.4	7.4	-0.1	15.6	11.3	-0.2	0.8	-3.8	26.4
CC1CCCC(NC(=O)c2ccc3c(SCC(=O)O)c4c(nc3c2)CCC4)C1C (centres undefined)	.	8.4	-0.1	-0.1	-18.9	-3.9	1.4	-1.6	3.0
COc1ccc(C(=O)CSc2nnc(COc3ccccc3)n2Cc2ccco2)cc1	24.4*	4.4	-1.4	-3.3	44.1	-11.3	-1.2	-4.8	8.2
CCN(CC)S(=O)(=O)c1cc(NC(=O)NCCCl)ccc1C	.	7.5	-1.4	8.0	-10.5	2.0	0.5	-1.6	5.3
